Assay outcomes from PubChem BioAssay.
RmlCD inh 1536 = M. tuberculosis RmlC/RmlD coupled enzyme inhibitors, primary screen, biochemical, compound mixtures, 384-well, from 1536-well plates; AID 1533, 2009; inhibition, % at 3.6 µM; hit rate 0.03% among 160,000; RmlC+RmlD coupled enzyme assay, percent inhibition; primary screen in compound mixtures; dTDP-4-dehydrorhamnose reductase (Mycobacterium tuberculosis (strain ATCC 25618 / H37Rv)) …; in the data active = inhibition mostly above about 34%, no sharp cut-off; inconclusive = no clear call, values can overlap the other calls; inactive = mostly below about 22%; also: some results filed as inactive read as strong as hits
Target sequence (P9WH09 whole entry, looked up): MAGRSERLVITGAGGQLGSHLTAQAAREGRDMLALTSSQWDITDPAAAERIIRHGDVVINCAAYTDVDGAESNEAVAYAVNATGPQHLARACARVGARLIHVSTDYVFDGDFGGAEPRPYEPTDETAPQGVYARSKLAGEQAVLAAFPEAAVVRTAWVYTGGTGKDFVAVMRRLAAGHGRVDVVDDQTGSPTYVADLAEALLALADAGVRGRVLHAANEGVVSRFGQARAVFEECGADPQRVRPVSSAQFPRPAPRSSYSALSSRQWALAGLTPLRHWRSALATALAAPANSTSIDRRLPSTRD
Target sequence (P9WH11 whole entry, looked up): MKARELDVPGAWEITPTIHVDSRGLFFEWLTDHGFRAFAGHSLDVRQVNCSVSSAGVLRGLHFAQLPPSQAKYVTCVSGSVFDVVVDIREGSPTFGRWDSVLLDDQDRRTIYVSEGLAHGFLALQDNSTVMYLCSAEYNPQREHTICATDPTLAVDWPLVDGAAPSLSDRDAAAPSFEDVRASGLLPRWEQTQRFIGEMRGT
M. tuberculosis GlmU = inhibition of mycobacterial GlmU enzyme – biochemical, glucosamine-1-phosphate acetyltransferase (AID 1376); M. tuberculosis GlmU acetyltransferase enzyme assay; higher % means a stronger effect; inhibition, %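 (tested at 30 µM in the primary screen)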; hits with a dose series show IC50 in µM; Bifunctional protein GlmU (Mycobacterium tuberculosis (strain ATCC 25618 / H37Rv)); hit rate 0.25% among 220,000; in the data active = inhibition above about 13%; inconclusive = no clear call, values can overlap the other calls;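 also: 0% = complete reaction with vehicle and 100% = reaction without substrate; strong numbers were not always called active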
The depositor's hits bear a star; ? = inconclusive; / = not tested or not shown. Not all compounds are listed. The share of hits here may be higher or lower than overall.

SMILES | RmlCD inh 1536 | M. tuberculosis GlmU
Cc1[nH]n(C(N)=S)c(=O)c1N=Nc1cc(-c2ccc(Br)cc2)[nH]n1 | 7 | 0.0%
Cc1noc(NS(=O)(=O)c2ccc(N/C=C/C(=O)c3ccc(F)cc3)cc2)c1C | -1 | 3.6%
Cc1ccc(NC(=O)CS(=O)CC(=O)N(c2ccccc2)C(C)C(=O)NC2CCCC2)cc1 (stereo unspecified) | 7 | -5.8%
Fc1ccc(CCNCc2ccccc2Cl)cc1 | -7 | -1.2%
O=C(COc1ccc(OCc2ccccc2)cc1)NC1CCOC1=O (stereo unspecified) | / | ?
COc1ccc(C2N3CC4(C)CN2CC(C)(C3)C4O)cc1 (stereo unspecified) | / | 1.9%
CC(C)(C)c1ccc(Cn2c(=N)n(CC(O)c3ccco3)c3ccccc32)cc1 (stereo unspecified) | / | -5.5%
COc1ccccc1NC(=O)CC1C(=O)Nc2c1c(=O)n(C)c(=O)n2C (stereo unspecified) | / | 2.8%
Cc1ccc(C2(C)NC(=O)N(CC(=O)c3ccc(Cl)s3)C2=O)cc1 (stereo unspecified) | 3 | -6.2%
Cc1ccc(NC(=O)CN2C(=O)/C(=C3\SC(=S)N(C4CCS(=O)(=O)C4)C3=O)c3ccccc32)cc1 (stereo unspecified) | ? | 0.3%

2 entries drawn at random from the list so far:
SMILES | RmlCD inh 1536 | M. tuberculosis GlmU
Cc1ccc(NC(=O)CN2C(=O)/C(=C3\SC(=S)N(C4CCS(=O)(=O)C4)C3=O)c3ccccc32)cc1 (stereo unspecified) | ? | 0.3%
Cc1ccc(C2(C)NC(=O)N(CC(=O)c3ccc(Cl)s3)C2=O)cc1 (stereo unspecified) | 3 | -6.2%

(cont.)
SMILES | RmlCD inh 1536 | M. tuberculosis GlmU
Cc1nnc(C)n1/N=C/c1ccc(C(C)C)cc1 | / | -1.5%
Cc1ccccc1C(=O)Nc1ccc(O)c2c(=O)cc(-c3ccccc3Cl)oc12 | / | 4.7%
CC(=O)OC1C2CCC1C([N+]1(C)CCCCC1)CC2 (stereo unspecified) | 1 | -1.1%
CN(C)c1ccc(/C=N\NC(=S)SCN2C(=O)C3CCC(C)(C2=O)C3(C)C)cc1 (stereo unspecified) | / | -0.8%
CC1CN(c2nc(-c3ccc(Br)cc3)nnc2-c2ccccc2)CC(C)N1 (stereo unspecified) | 26 | /
COc1ccc(C2C=C(c3ccc(Cl)cc3)Nc3nc(NC(C)=O)nn32)cc1 (stereo unspecified) | -10 | /
NNC(=O)c1cncc(Br)c1 | / | -3.4%
O=S(=O)(c1ccc(Cl)c(NC(=S)N/N=C/c2c(F)cccc2F)c1)N1CCOCC1 | -4 | 2.7%
CCCn1cnc2c(cnn2-c2ccc(F)cc2)c1=O | / | 5.7%
O=C(CN1CCCC1)NCC(=O)Nc1ccc(F)cc1 | 19 | 7.6%
CCCOc1ccc(C2C(C(=O)OC)=C(C)N=C3SCCC(=O)N32)cc1OCC (stereo unspecified) | -4 | -1.1%
CN(CC(=O)Nc1ccc(F)c(Cl)c1)S(=O)(=O)c1cccc2nsnc12 | -7 | 1.9%
CC(C)CNC(=O)c1cccc(NC(=O)CCc2ccccc2)c1 | 7 | 4.4%
O=S(=O)(Nc1nccs1)c1ccc2c(c1)OCCO2 | / | 2.0%
CC1CCC(N2CCN(S(C)(=O)=O)CC2)CC1 (stereo unspecified) | -10 | 2.3%
Cc1ccc(CN2C(=O)CN=C(c3ccccc3)c3ccccc32)cc1 | 0 | 0.4%
COc1cc(OC)cc(C(=O)N2CCC(n3c(C)nc4cc(F)ccc43)CC2)c1 | 5 | /
CCOc1ccc(N(CC(=O)Nc2ccc(C)c(C)c2)S(=O)(=O)c2c(C)noc2C)cc1 | 6 | 3.0%
Cc1occc1C(=O)N=Nc1c(O)[nH]c2ccc(Br)cc12 | 9 | -6.0%
CCCCCc1nnc(NC(=O)OCCC)s1 | / | -6.1%
O=C(NCc1ccccc1Cl)c1ccc(-c2ccccc2)cc1 | -5 | -4.3%
CCC(=NCc1ccco1)c1c(C(F)(F)F)[nH]n(-c2nc3ccccc3s2)c1=O | -8 | -3.7%
CCOC(=O)CSc1nc(C(C)C)nc2ccccc12 | 5 | 0.3%
O=C(CSc1nnnn1C1CCCC1)Nc1cccc(NC(=O)c2ccco2)c1 | -8 | -4.2%
CC(C)CCNC(=O)C1CCC(=O)N1C(C)C (stereo unspecified) | / | 4.6%
Cc1cccc(C)c1NC(=O)CCCSc1nnnn1C | 10 | 5.7%
CCNC(=S)Nc1scc(-c2ccccc2)c1C(=O)OCC | -4 | -0.2%
Cc1nnc(SCC(=O)Nc2sccc2C(N)=O)n1Cc1ccccc1 | 9 | 4.9%
CC(=O)Nc1ccc(S(=O)(=O)Nc2cc(C)c(-n3nc4ccccc4n3)cc2O)cc1 | 13 | 4.8%
COc1ccccc1NC(=O)C(CC(C)C)NC(=O)C1CCCCC1 (stereo unspecified) | / | -4.6%
O=C(Nc1ccccc1)c1ccc(S(=O)(=O)N(CCO)CCO)cc1 | -8 | 1.3%
C(=N\Nc1nc2ccccc2[nH]1)/c1ccncc1 | 8 | 1.1%
Cc1ccccc1NCC(=O)N/N=C/c1c[nH]c2ccccc12 | 5 | 5.6%
NC(=O)CN1CCN(S(=O)(=O)c2ccc(Cl)cc2)CC1 | 19 | -0.8%
CCOc1cc(/C=C(/C#N)C(=O)Nc2ccc(O)cc2)cc(Br)c1O | -13 | 6.9%
CCOC(=O)C1=C(C)C(c2ccccc2OC)NC(=S)N1 (stereo unspecified) | -8 | -1.1%
O=C1CN(C(=S)Nc2ccc(OC(F)F)cc2)CCN1 | / | -6.7%
Cc1nn(CC(=O)N2N=C(C(F)F)CC2(O)C(F)F)c(C)c1[N+](=O)[O-] (stereo unspecified) | -2 | -12%
CCCCNc1c(N2CCN(C(=O)OCC)CC2)c(=O)c1=O | 7 | -0.9%
Nc1nnc(Cc2ccccc2)s1 | -4 | 2.3%
Cc1ccc(C(=O)CSc2nc3ccccc3c(=O)n2N)o1 | 77 | 3.9%
O=C(NC(=S)Nc1c(F)cc(F)cc1Br)c1ccc2c(c1)OCCO2 | -5 | -3.6%
COc1ccc(C)cc1S(=O)(=O)N(C)CC(=O)Nc1ccc2c(c1)OCO2 | / | -6.5%
Cc1ccc(O)c(CNc2nc3ccccc3n2C)c1 | -2 | 1.1%
CCn1c2ccccc2c2cc(NC(C)=O)ccc21 | / | -4.9%
CC(NCc1cccc(S(=O)(=O)N(C)C)c1)c1ccc(F)cc1 (stereo unspecified) | 0 | -2.7%
CC1(C)CC(=O)C2=C(C1)N(c1ccc(F)cc1)C(=O)CC2c1ccccc1 (stereo unspecified) | -9 | 0.8%
COc1ccccc1Nc1nc(N)nc(CN2CCN(c3ccccc3F)CC2)n1 | -3 | -5.9%
O=S(=O)(c1cccc(NC(=S)NCc2ccco2)c1)N1CCOCC1 | -10 | 4.2%
CCCCN(CC)CCNc1c(N2CCN(C(=O)OCC)CC2)c(=O)c1=O | 25 | -3.0%

The list goes on:
SMILES | RmlCD inh 1536 | M. tuberculosis GlmU
c1ccc(Nc2n[nH]nc2-c2ccccc2)cc1 | 10 | 1.8%
COc1ccc(C(=O)NCc2cc(C)nc3ccccc23)cc1OC | -8 | 3.4%
Cc1ccc(NC(=O)CN(C)Cc2nc3c(Br)cc(Br)cc3c(=O)[nH]2)cc1 | -11 | 0.9%
CCC1S/C(=C(\C#N)C(=O)NCc2ccco2)N(c2ccc(Br)cc2)C1=O (stereo unspecified) | 4 | -1.7%
O=C(CCc1ccc(S(=O)(=O)NCc2ccccc2)cc1)NCc1ccc2c(c1)OCO2 | / | 3.7%
CCOC(=O)c1sc(=S)n(CC)c1NC(=O)c1ccccc1 | 6 | -1.6%
CCOc1cc(/C=N/N2CCOCC2)ccc1OCc1ccc(C(=O)OC)o1 | / | -2.2%
N#Cc1c(-c2ccccc2)nc2n(c1=O)CCS2 | -4 | 0.6%
CCOC(=O)c1[nH]c2ccc(F)cc2c1NC(=O)C(C)N1CCc2cc(OC)c(OC)cc2C1 (stereo unspecified) | -12 | -4.8%
CC(C)C1=C2OC(N)=C(C#N)C(C#N)=C2C(C)CC1 (stereo unspecified) | 6 | 3.2%
Oc1ccc2ccccc2c1Br | 5 | -4.5%
Cc1ccc(S(=O)(=O)Cc2ccc(C(=O)N3CCCCCC3)o2)cc1 | -7 | 3.9%
CC1=C(C(=O)NCCN2CCN(C)CC2)C2(CCC(C)CC2)OC1=O (stereo unspecified) | 26 | 5.3%
Nn1c(SCC(=O)NC2CCCC2)nnc1-c1ccccc1F | / | -4.3%
CC(C)NC(=O)Cn1cc(C(=O)C2CC2)c2ccccc21 | -10 | 4.7%
O=C(Nc1ccc(Cn2cccn2)cc1)c1ccc(COc2ccccc2Br)cc1 | 0 | 0.7%
CC(=O)c1sc(C(C)(C)C)cc1NC(=O)/C=C/C(=O)O | -13 | 0.9%
O=C1NC(=O)N(C2CCCCC2)C(=O)C1C1c2ccccc2C(=O)N1Cc1ccccc1 (stereo unspecified) | / | 1.9%
C(=N\Nc1nc2ccccc2[nH]1)/c1c[nH]c2ccccc12 | / | 1.7%
CCCn1c(=N)n(CC(O)c2ccc(C)cc2)c2ccccc21 (stereo unspecified) | -24 | 9.1%
O=C(Nc1ccc(Cl)cc1)N1CCSC1=NCc1ccccc1 | -6 | 5.7%
CCOC(=O)c1c(CCl)nc2ccccc2c1-c1ccccc1 | / | 6.3%
COc1ccc(-c2nnc(SC(C)C(=O)NCc3ccc4c(c3)OCO4)n2Cc2ccco2)cc1 (stereo unspecified) | -40 | -1.4%
CCCCOC(=O)C1=C(C)Nc2nnnn2C1c1ccc(OC)c(OC)c1OC (stereo unspecified) | -14 | 4.5%
Nn1c(Cc2ccccc2)n[nH]c1=S | 5 | 9.8%
COc1ccc2c(c1)N(C(=O)CN1C(=O)C3CCCCC3C1=O)C(C)(C)C=C2C (stereo unspecified) | / | 2.8%
COC(=O)[C@H](CC(C)C)NC(=O)Nc1cccc(Br)c1 | 10 | 4.8%
CC1CCN(S(=O)(=O)c2ccc(NC(=O)c3cccs3)cc2)CC1 | / | 0.4%
CCCn1cc(CN2CCC(Cc3cccc(F)c3)(C(=O)OCC)CC2)c(C)n1 | 0 | 2.8%
O=C(NCCC1=CCCCC1)C1CCCN(S(=O)(=O)c2ccccc2)C1 (stereo unspecified) | 9 | 1.9%
O=C(O)COc1ccccc1/C=N/NC(=O)CSc1nnc(SCc2cccc3ccccc23)s1 | -7 | 4.9%
Nc1nnc(CC(c2ccccc2)c2ccccc2)s1 | -7 | -11%
Cc1ccc(Cn2nnc(C(=O)Nc3cccc(C)c3C)c2N)cc1 | 4 | -0.1%
O=C(CSc1nnc2scc(-c3ccccc3)n12)NCc1ccco1 | / | 3.7%
Cc1cc(=O)n(C)c(=O)n1CCCNc1ccccc1 | 0 | 9.9%
COC1=C(Nc2ccc(C)cc2)C(=O)c2ccccc2C1=O | 4 | 1.2%
COc1ccccc1NC(=O)C1=C(C)NC(SCC(=O)c2ccccc2)=C(C#N)C1c1ccco1 (stereo unspecified) | 4 | 2.4%
CCN(CC)S(=O)(=O)c1ccc(N2C(=O)Nc3ccccc3N2O)cc1 | -3 | -7.7%
O=C(OCc1cccc([N+](=O)[O-])c1)c1cccnc1 | -7 | -4.1%
CCN(CC)S(=O)(=O)c1cc(NC(=O)Cn2ncc(Cl)c(Cl)c2=O)ccc1C | 7 | 5.6%
Fc1cccc(CSc2nc3ncc(Cl)cc3[nH]2)c1 | / | 7.2%
CCN(CC)S(=O)(=O)c1ccc(C(=O)NCCc2cc3c(OC)ccc(OC)c3[nH]c2=O)cc1 | 0 | /
O=C(C[n+]1cccc(CNC(=O)c2ccc(OC(F)F)cc2)c1)Nc1cccc(C(F)(F)F)c1 | / | -8.9%
N#Cc1cnn(-c2ncnc3sc4c(c23)CCCC4)c1N | 14 | -0.7%
COc1cc(C2NC(=S)NC(c3ccccc3)=C2C(C)=O)cc(Cl)c1OCC(=O)O (stereo unspecified) | 7 | 1.6%
CC(Oc1ccccc1Cl)c1nnc(N)s1 (stereo unspecified) | 5 | /
CCCCCCOc1ccc(N2C(=O)CC(N3CCN(C(=O)c4ccco4)CC3)C2=O)cc1 (stereo unspecified) | / | -7.2%

In the list so far, 14 contain a Cl atom.
SMILES | RmlCD inh 1536 | M. tuberculosis GlmU
Fc1ccc(CCNCc2ccccc2Cl)cc1 | -7 | -1.2%
Cc1ccc(C2(C)NC(=O)N(CC(=O)c3ccc(Cl)s3)C2=O)cc1 (stereo unspecified) | 3 | -6.2%
Cc1ccccc1C(=O)Nc1ccc(O)c2c(=O)cc(-c3ccccc3Cl)oc12 | / | 4.7%
COc1ccc(C2C=C(c3ccc(Cl)cc3)Nc3nc(NC(C)=O)nn32)cc1 (stereo unspecified) | -10 | /
O=S(=O)(c1ccc(Cl)c(NC(=S)N/N=C/c2c(F)cccc2F)c1)N1CCOCC1 | -4 | 2.7%
CN(CC(=O)Nc1ccc(F)c(Cl)c1)S(=O)(=O)c1cccc2nsnc12 | -7 | 1.9%
O=C(NCc1ccccc1Cl)c1ccc(-c2ccccc2)cc1 | -5 | -4.3%
NC(=O)CN1CCN(S(=O)(=O)c2ccc(Cl)cc2)CC1 | 19 | -0.8%
O=C(Nc1ccc(Cl)cc1)N1CCSC1=NCc1ccccc1 | -6 | 5.7%
CCOC(=O)c1c(CCl)nc2ccccc2c1-c1ccccc1 | / | 6.3%
CCN(CC)S(=O)(=O)c1cc(NC(=O)Cn2ncc(Cl)c(Cl)c2=O)ccc1C | 7 | 5.6%
Fc1cccc(CSc2nc3ncc(Cl)cc3[nH]2)c1 | / | 7.2%
COc1cc(C2NC(=S)NC(c3ccccc3)=C2C(C)=O)cc(Cl)c1OCC(=O)O (stereo unspecified) | 7 | 1.6%
CC(Oc1ccccc1Cl)c1nnc(N)s1 (stereo unspecified) | 5 | /
